OX1R antagonist: OX1R (HCRTR1) antagonists, primary screen, fluorescence, CHO/OX1R cells, Fluo-8 calcium, orexin A | Fluo-8 calcium fluorescence | inhibition, % at 5 µM | actives 0.43% (n = 330,000);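 active means inhibition above its plate's threshold, mean inhibition of all tested compounds on the plate plus 3 SD, cut at about 37% in these data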;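 further: 0% = orexin A challenge wells and 100% = SB-334867-A antagonist wells; not every result past the cut was called active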
Target sequence (O43613 whole entry, looked up): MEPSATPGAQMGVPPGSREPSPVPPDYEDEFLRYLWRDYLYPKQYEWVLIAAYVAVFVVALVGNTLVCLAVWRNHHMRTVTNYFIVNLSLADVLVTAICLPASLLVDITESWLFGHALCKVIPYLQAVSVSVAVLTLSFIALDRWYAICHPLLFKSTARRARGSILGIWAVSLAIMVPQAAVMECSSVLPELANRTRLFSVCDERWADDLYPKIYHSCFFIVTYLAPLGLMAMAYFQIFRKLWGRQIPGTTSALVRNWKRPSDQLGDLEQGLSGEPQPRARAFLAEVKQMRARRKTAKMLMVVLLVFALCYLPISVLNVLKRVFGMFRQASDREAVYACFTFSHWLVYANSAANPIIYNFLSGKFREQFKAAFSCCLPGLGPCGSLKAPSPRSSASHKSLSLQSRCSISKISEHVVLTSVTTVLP
CHT PAM: CHT positive allosteric modulators, primary screen, cell-based, membrane potential dye, choline EC20 | High affinity choline transporter 1 (Homo sapiens), Q9GZV3 | CHT-expressing cells; stronger effect = higher value; LV-AA mutant CHT in HEK293 cells | B-score at 10 µM | actives 0.49% (n = 310,000) | AID 488977, 2010;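 active means initial fluorescence not abnormally high and integrated response B-score, plate-corrected, over 3 SD above library mean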
Target sequence (Q9GZV3 whole entry, looked up): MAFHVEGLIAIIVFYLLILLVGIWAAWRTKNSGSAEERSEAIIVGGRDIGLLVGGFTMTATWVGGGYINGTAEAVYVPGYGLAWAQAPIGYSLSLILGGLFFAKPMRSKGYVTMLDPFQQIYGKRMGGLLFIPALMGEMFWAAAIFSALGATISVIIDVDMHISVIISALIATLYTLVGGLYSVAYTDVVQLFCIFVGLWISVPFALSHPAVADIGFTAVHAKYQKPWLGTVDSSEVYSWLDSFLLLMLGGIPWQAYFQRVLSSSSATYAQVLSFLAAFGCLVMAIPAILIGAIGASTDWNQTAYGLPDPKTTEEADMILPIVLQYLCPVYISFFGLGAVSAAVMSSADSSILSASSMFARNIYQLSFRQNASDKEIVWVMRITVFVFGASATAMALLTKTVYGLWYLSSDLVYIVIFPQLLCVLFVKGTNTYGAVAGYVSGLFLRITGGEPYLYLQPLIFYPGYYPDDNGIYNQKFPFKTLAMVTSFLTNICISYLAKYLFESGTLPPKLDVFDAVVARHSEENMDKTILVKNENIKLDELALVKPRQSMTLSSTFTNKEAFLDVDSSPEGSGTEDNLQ
Active calls of the source: *; i = inactive; . = no result given. This is a random part of the collection, and some 0.83% of all compounds hit somewhere here.

SMILES	OX1R antagonist	CHT PAM
CCCCSc1nc2c(=O)[nH][nH]c(=O)c2n1Cc1ccccc1	-10	i
CCOc1cccc(CN2CCCC(C(=O)c3cc(Cl)ccc3OC)C2)c1O (stereo not given)	-32	i
CCn1c(SCC(=O)Nc2ccc(F)cc2)nnc1-c1cnccn1	-6	i
CCN1CCN(C(c2cccs2)C(C)NS(=O)(=O)c2ccc(Br)cc2)CC1 (stereo not given)	-14	i
COc1ccc(C(=O)Nc2cc(OC)c(Cl)cc2OC)cc1	-33	i
CCOC(=O)C1=C(C)N=c2s/c(=C\C(=O)OC)c(=O)n2C1c1ccc(OC)cc1 (stereo not given)	-2	i
O=c1cc(O)nc(SCc2ccccc2Cl)[nH]1	-4	i
O=C(NCc1ccc2c(c1)OCO2)C(=O)NCC(c1ccco1)N1CCN(c2ccccc2)CC1 (stereo not given)	-39	i
CCOC(=O)c1c(NC(=O)C2CCCO2)sc(C)c1C (stereo not given)	-22	i
CCCCOC(=O)CSC1=C(C#N)C(c2ccccc2OCC)C(C#N)C(=O)N1 (stereo not given)	-15	i
CC/C(C)=C1\SC(N2CCN(C(C)=O)CC2)=NC1=O	1	i
Cc1ccsc1/C=N/NC(=O)Cn1nc(C)c([N+](=O)[O-])c1C	-28	i
Cn1cccc1C(=O)OCC(=O)NCCc1ccc(S(N)(=O)=O)cc1	-2	.
CCN(Cc1ccccc1)C(=O)C1CCN(CC2CC=CCC2)CC1 (stereo not given)	-13	i
COc1cccc(/C=C/C(=O)c2ccc(NC3=NCCCS3)cc2)c1	-14	i
COC(=O)C1=C(C)N(C)C(=O)NC1c1ccsc1 (stereo not given)	-5	i
CNC[C@H]1Oc2c(NC(=O)C3CCCCC3)cccc2C(=O)N([C@H](C)CO)C[C@@H]1C	8	.
Cc1onc(-c2c(F)cccc2Cl)c1C(=O)OCC(=O)N1C(C)CCCC1C (stereo not given)	-24	.
CCOC(=O)C1=C(C)NC(SCc2cc(=O)[nH][nH]2)=C(C#N)C1c1cccs1 (stereo not given)	0	i
O=C(CN(Cc1ccco1)S(=O)(=O)c1ccccc1)N/N=C/c1cccc(O)c1	-26	i
CCc1cc(=O)oc2cc(C)cc(OCC(=O)NCC3CCC(C(=O)O)CC3)c12 (stereo not given)	-17	i
Cc1cc(C)c2c(N)c(C(=O)NC3CCCC3)sc2n1	-17	i
c1cncc(CNc2nc(N3CCOCC3)nc(N3CCOCC3)n2)c1	-10	i
CCN(CC)S(=O)(=O)c1ccc(N2CCCCC2)c(NC(=O)c2ccncc2)c1	-23	i
COc1ccccc1/C(C)=N/NC(=O)c1nnn(-c2nonc2N)c1C(C)C	-12	i
Cc1nc(N)ncc1Sc1ccc(Cl)cc1	-1	i
O=C1Nc2ccc(Br)cc2C1=Nc1cccnc1	-21	i
O=C(O)c1cccc2c1C(=O)c1cccc3snc-2c13	-5	i
CCN(CC)CCNC(=O)c1ccc(NC(=O)Cc2cccc3ccccc23)cc1	-19	i
O=C(Nc1nc(N2C(=O)c3ccccc3C2=O)n(-c2ccccc2)n1)c1ccccc1	4	i
Cc1cccc(C)c1NC(=O)C(=O)NCCc1c[nH]c2ccccc12	-9	i
CCN1CCN(C(=O)CN(c2ccc(C)cc2)S(C)(=O)=O)CC1	-10	i
O=C(CCCc1nc2ccccc2s1)NC(c1ccccc1)c1ccccc1	-30	i
Nc1c(-c2ccccc2)c(CSc2nc3ccccc3[nH]2)nn1-c1cccc(Cl)c1	-22	i
CCCc1cc(=O)oc2cc(OCC(=O)NCC(O)c3ccccc3)ccc12 (stereo not given)	-8	i
O=C(CSc1nncs1)NC(=O)NCc1ccco1	-15	i
CCOC(=O)C(Cc1ccccc1)C(=O)Nc1nccs1 (stereo not given)	-13	i
COc1c(N2CCNC(C)C2)c(F)cc2c(=O)c(C(=O)O)cn(C3CC3)c12 (stereo not given)	-4	6.7*
Cc1nn(-c2ccc(F)cc2)c(C)c1NS(=O)(=O)c1ccc(Cl)cc1	-14	i
C=CCSc1nnc(N2C(=O)C(O)=C(C(=O)c3ccco3)C2c2ccc(F)cc2)s1 (stereo not given)	-1	i
COc1ccc2nc(C)cc(SCC(=O)N/N=C/c3cccc4ccccc34)c2c1	-13	i
COc1cccc(N2CCN(C(=O)c3ccc(CS(=O)c4ccccc4Cl)o3)CC2)c1 (stereo not given)	-27	i
CC(NC(=O)C(=O)N1CCCCC1)C(c1cccs1)N1CCN(c2ccccc2F)CC1 (stereo not given)	-28	i
COc1ccc(N(CC(=O)NCCSCc2ccccc2C)S(=O)(=O)c2ccccc2)cc1	-10	i
C[C@H](CO)NC(=O)[C@H](C)[C@@H]1C[C@@]1(C)[C@@H](NC(=O)OCc1ccccc1)c1ccccc1	-21	i
Cc1c(NC(=O)C(C)OC(=O)c2cc3c4ccccc4n(C)c3s2)c(=O)n(-c2ccccc2)n1C (stereo not given)	-17	i
COc1ccc(Cl)cc1S(=O)(=O)NCc1nc2nc(C)cc(C)n2n1	-4	i
C=CCN(CC=C)CCOc1ccccc1F	-3	i
Cc1cc(-c2ccc3ccccc3c2)n2ncnc2n1	-16	i
CC[C@]12c3[nH]c4cc(CCC(=O)N(C)C)ccc4c3CCN1C(=O)[C@@H](CC(=O)NCCCN(C)C)C[C@@H]2C(=O)N1CCN(C(=O)c2ccco2)CC1	6	.
CC(C)CC(=O)NC(C)C(c1cccs1)N1CCOCC1 (stereo not given)	-15	i
N#Cc1c(SCC(N)=O)nsc1SCc1ccc(Cl)cc1	-30	i
COc1cc(/C=C2/SC(=S)NC2=O)ccc1OS(=O)(=O)c1ccc(C)cc1	10	i
COc1ccc2sc(-c3ccc(N(C)C)cc3)c(-c3cnc(OC)nc3)c2c1	-28	.
CCC(=Nc1ccccc1)C1=C(O)CCCC1=O	-17	i
CC(C)CNC(=O)CO/N=C/c1ccccc1Cl	-12	i
O=C1CC(N2CCN(c3nc4ccccc4s3)CC2)C(=O)N1c1ccc(F)cc1 (stereo not given)	-13	i
Cc1ccc(C2CC(=O)C=C(NCC(C)C)C2)cc1 (stereo not given)	-24	i
COc1ccc(/C=C(\C#N)C(=O)C(C)(C)n2cncn2)cc1	13	i
COCCOC(=O)c1c(C)oc2ccc(NS(=O)(=O)c3ccc(C(=O)O)cc3)cc12	1	i

Gathered by group: the compounds so far containing an aryl methoxy group
SMILES	OX1R antagonist	CHT PAM
CCOc1cccc(CN2CCCC(C(=O)c3cc(Cl)ccc3OC)C2)c1O (stereo not given)	-32	i
COc1ccc(C(=O)Nc2cc(OC)c(Cl)cc2OC)cc1	-33	i
CCOC(=O)C1=C(C)N=c2s/c(=C\C(=O)OC)c(=O)n2C1c1ccc(OC)cc1 (stereo not given)	-2	i
COc1cccc(/C=C/C(=O)c2ccc(NC3=NCCCS3)cc2)c1	-14	i
COc1ccccc1/C(C)=N/NC(=O)c1nnn(-c2nonc2N)c1C(C)C	-12	i
COc1c(N2CCNC(C)C2)c(F)cc2c(=O)c(C(=O)O)cn(C3CC3)c12 (stereo not given)	-4	6.7*
COc1ccc2nc(C)cc(SCC(=O)N/N=C/c3cccc4ccccc34)c2c1	-13	i
COc1cccc(N2CCN(C(=O)c3ccc(CS(=O)c4ccccc4Cl)o3)CC2)c1 (stereo not given)	-27	i
COc1ccc(N(CC(=O)NCCSCc2ccccc2C)S(=O)(=O)c2ccccc2)cc1	-10	i
COc1ccc(Cl)cc1S(=O)(=O)NCc1nc2nc(C)cc(C)n2n1	-4	i
COc1cc(/C=C2/SC(=S)NC2=O)ccc1OS(=O)(=O)c1ccc(C)cc1	10	i
COc1ccc2sc(-c3ccc(N(C)C)cc3)c(-c3cnc(OC)nc3)c2c1	-28	.
COc1ccc(/C=C(\C#N)C(=O)C(C)(C)n2cncn2)cc1	13	i

Given with two lines to a compound: part of the list above.
Second line of a record – OX1R antagonist | CHT PAM
N#Cc1c(SCC(N)=O)nsc1SCc1ccc(Cl)cc1
    -30 | i
COc1cc(/C=C2/SC(=S)NC2=O)ccc1OS(=O)(=O)c1ccc(C)cc1
    10 | i

Additional entries follow.
SMILES	OX1R antagonist	CHT PAM
CCc1nnc(NC(=O)CSc2nc3cc(OC)ccc3cc2C)s1	-16	i
Cc1cccc(-n2c(O)c(C=NC3CCS(=O)(=O)C3)c3ccccc3c2=O)c1C (stereo not given)	-17	i
O=C(CN1CCCC1)Nc1cc(F)ccc1F	-7	i
CCC(Sc1nc2n[nH]c(C)c2c(=N)n1-c1ccc(C)c(Cl)c1)C(=O)N1CCOCC1 (stereo not given)	-4	i
COc1ccccc1N1CCN(CC(=O)Nc2ccc(Cl)c(C(F)(F)F)c2)CC1	-11	i
COc1cc(C(=O)Nc2ccc(N(C)C)cc2)c([N+](=O)[O-])cc1OC	-13	i
Cc1ccccc1-c1nn2c(-c3ccccc3)nnc2s1	-16	i
CCn1c(Cn2nnc(-c3ccccc3)n2)nnc1SCC(=O)Nc1cccc(C)c1C	6	i
COC(=O)c1cc(S(=O)(=O)N2CCN(c3ccc(OC)cc3)CC2)cn1C	-14	i
Cc1ccc(-n2nc(C)c3c(C)onc3c2=O)cc1	-11	i
COc1ccc(-c2nc(NC(C)=O)sc2-c2ccc(OC)cc2)cc1	-26	i
Cc1ccc(S(=O)(=O)N2CCC(C(=O)OCC(=O)N3CCCCC3C)CC2)cc1C (stereo not given)	-31	i
Cc1ccc(NC(=O)CSCC(=O)Nc2ncc3c(n2)CC(c2ccco2)CC3=O)cc1 (stereo not given)	-35	i
Cn1c(O)c(N=NC(=O)CNC(=O)/C=C/c2ccccc2)c2ccccc21	-14	i
COc1ccccc1CNC(=O)CCC1N=C2c3ccccc3N=C(SCC(=O)NCC3CCCO3)N2C1=O (stereo not given)	-16	i
CCOC(=O)N1CCC(NC(=O)c2ccc(CO)c(C(=O)NC3CCN(C(=O)OCC)CC3)c2)CC1	3	i
O=C(Cc1ccc(F)cc1)OCC(=O)N1CCN(S(=O)(=O)c2ccc(Cl)cc2)CC1	-4	i
CC1CCN(c2nc3ccc(C(=O)N4CCN(Cc5ccccc5)CC4)cc3s2)CC1	-29	i
CCOC(=O)CN1C(=O)N[C@@H](c2ccco2)C(C(C)=O)=C1C	-8	i
Cc1cc(C(F)(F)F)nc(SCC(=O)NC2=NC(=O)C(C)S2)n1 (stereo not given)	-10	i
COc1ccccc1N(CCN1C(=O)c2cccc3cccc(c23)C1=O)C(=O)c1ccncc1	-21	i
S=c1nc2ccccc2c2nc(-c3cccnc3)[nH]n12	2	i
O=C(COc1ccc(Cl)cc1)NCCCn1ccnc1	-4	i
CC(=O)Nc1ccc(NC(=O)CSc2cn(CC(=O)N3CCOCC3)c3ccccc23)cc1	-4	i
CCOc1ccc(C(=O)NCC(=O)OCc2ccc(F)cc2Cl)cc1	-16	i
CCN(C(=O)COC(=O)c1ccccc1SCC(=O)NC1CCCCCCC1)C1CCS(=O)(=O)C1 (stereo not given)	-29	i
CC(C)(C)CC(=O)Nc1nnc(SCC(=O)NC2CCCCC2)s1	-14	i
COC(=O)[C@@]12CCCN1[C@H](c1ccc(-c3ccc(Cl)c(Cl)c3)c(OC)c1)[C@H]1C(=O)N(C)C(=O)[C@H]12	-30	.
COc1ccc(NC(=O)COC(=O)CCC2CCCCC2)cc1	-13	.
CCOc1ccc(-n2c(=O)c3ccccc3c3ccccc3c2=O)cc1	-4	i
CC(=O)Nc1ccc(NC(=O)c2ccc3c(c2)CCN3S(C)(=O)=O)cc1	-17	i
CCCCN(CC)C(=O)Cn1nc(Cc2ccncc2)c2ccccc2c1=O	-16	i
CC(C)NC(=O)N(C)C[C@H]1Oc2ccc(NC(=O)Nc3ccccc3)cc2C(=O)N([C@H](C)CO)C[C@@H]1C	4	.
CC1CN=C2C(C(=O)Nc3ccccc3)=C(O)CC(c3ccccc3)N21 (stereo not given)	-14	i
O=C(NCc1ccccc1)c1ccc(/C=N/O)nc1	9	i
COCCNC(=S)N(CCCO)Cc1cc2cc3c(cc2[nH]c1=O)OCCO3	0	i
CC(Sc1ccccc1)C(=O)N1CCN(S(=O)(=O)c2ccc(Cl)cc2)CC1 (stereo not given)	-18	i
CC(C)Cc1cc(CNC(=O)C2CCC(=O)N(CCc3cccc(F)c3)C2)on1 (stereo not given)	-11	i
O=C(Cn1cc2c(n1)CCCC2)N1CCOCC1	3	i
COc1cc(C2C(C#N)=C(N)Oc3cc(O)ccc32)cc(OC)c1OC (stereo not given)	-24	i
CCN(CC)C(=O)CSc1nnc(-c2ccc(S(=O)(=O)NCc3ccccc3Cl)cc2)o1	-23	i
CN(C(=O)c1ccco1)c1nc(-c2ccc(Cl)cc2)cs1	-9	i
Cc1ccc(NC(=O)COC(=O)c2ccc(CN3CCCC3=O)cc2)c(Cl)c1	-21	.
Cc1cccc(C(=O)c2cn[nH]c2-c2ccccc2O)c1	-12	i
COc1ccc(-c2cn(CCc3c[nH]c4ccccc34)nn2)cc1	-13	i
COc1cccc(S(=O)(=O)Nc2ccc(C(=O)Nc3ccncc3)cc2)c1	-11	i
COc1ccccc1NS(=O)(=O)c1cccc(C(=O)NCC(c2cccs2)N2CCOCC2)c1 (stereo not given)	-16	.
CCOc1ccc(NC(=S)NNC(=S)Nc2cccc(C(F)(F)F)c2)cc1	-7	i
NC(=O)N/N=C/c1cccc(C(F)(F)F)c1	-8	i
O=C(/C=C/c1ccc(Br)cc1)NC1CCCCCC1	-8	i
CN1CCN(C(CNS(=O)(=O)c2cccs2)c2cccnc2)CC1 (stereo not given)	10	i
CSCCC(NC(=O)c1ccccc1Br)C(=O)Nc1ccc(C)cc1 (stereo not given)	-28	i
C=CCn1c(SCC(=O)NCC)nnc1-c1cc2c(s1)CCC(CC)C2 (stereo not given)	-35	i
COc1ccc(Cc2nnc(NC(=O)Cn3cnc4c3c(=O)n(C)c(=O)n4C)s2)cc1OC	-4	i
CCn1cc(C(=O)NC2CCCCCC2)c(=O)c2cc(S(=O)(=O)N3CCCCC3)ccc21	-10	i
COc1ccc2cc(C#N)c(SCC(=O)NNC(=O)Cc3ccccc3)nc2c1	-10	i
